High-throughput results as filed in PubChem BioAssay.
esBAF inh – blocks esBAF chromatin remodeling in mouse ES cells; Bmi1-luciferase knock-in reporter, 24 h; 100% = twice the neutral-well signal; reporter increase, % at 12.5 µM; 2% of 350,000 active; AID 602393; in the data active = activation above about 40%; inconclusive = no clear call, values can overlap the other calls;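 note: 0% = median of the plate's neutral control wells and 100% = double that signal; a rise in the Bmi1 reporter signal indicates esBAF inhibition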
C2C12 statin – suppression of simvastatin myotoxicity | 0.78% of 330,000 active | C2C12 myotubes + simvastatin, ATP luminescence, 48 h; scaled: DMSO 0, geranylgeraniol control 100 | rescue of ATP level, % at 7.49 µM;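 active = mean ATP rescue above about 67%, or every replicate alone reaching that limit, limit read from the data, passing the limit was not always enough; inconclusive = no clear call, values can overlap the other calls; inactive = mean under the limit and some replicate under it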;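 note: myotubes were challenged with 10 µM simvastatin during compound exposure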
S100A4 inh HTS – S100A4-myosin IIA interaction inhibition; P26447; 0.14% of 360,000 active; S100A4/TAMRA-MyoIIA peptide fluorescence polarization; inhibition, % at 10.7 µM; AID 652163;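 active = mean inhibition of at least 70% across replicates, with every replicate also reaching that level; inconclusive = mean inhibition reaches 70% but some replicates fall short; inactive = mean inhibition below 70%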
Target sequence (P26447 whole entry, looked up): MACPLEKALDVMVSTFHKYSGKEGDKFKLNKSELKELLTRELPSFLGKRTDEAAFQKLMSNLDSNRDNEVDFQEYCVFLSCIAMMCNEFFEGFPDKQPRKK
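System – human S100A4 monomer protein, biochemical binding assay · Buffer or medium – Calcium-containing HEPES buffer, pH 7.2 · Timing – 5 min between mix addition and reading · Also added – TAMRA-labelled myosin IIA heavy-chain peptide probe, 5 nM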
SIRT5 inh – sirtuin-5 (human) deacylase inhibition. Q9NXA8. Purified SirT5, succinyl-peptide AMC, trypsin-coupled fluorescence. inhibition, % at 15 µM. 1.1% of 330,000 active; in the data active = inhibition above about 15%; inconclusive = no clear call, values can overlap the other calls
Target sequence (Q9NXA8 whole entry, looked up): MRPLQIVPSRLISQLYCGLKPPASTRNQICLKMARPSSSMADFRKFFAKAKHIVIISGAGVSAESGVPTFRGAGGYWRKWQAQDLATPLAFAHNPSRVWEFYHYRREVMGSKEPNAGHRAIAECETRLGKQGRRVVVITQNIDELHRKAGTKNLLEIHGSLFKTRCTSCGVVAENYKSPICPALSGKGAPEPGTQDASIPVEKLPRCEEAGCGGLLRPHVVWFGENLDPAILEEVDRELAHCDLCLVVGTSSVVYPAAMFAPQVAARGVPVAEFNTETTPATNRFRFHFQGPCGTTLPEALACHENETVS
LGR2 antag – inhibitors of bursicon-induced Drosophila LGR2 receptor cAMP signaling | HEK293 LGR2, CRE-luciferase, bursicon-stimulated, 4 h | inhibition, % at 9.99 µM | 0.35% of 380,000 active;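 active = drop in luminescence signal, shown as inhibition above about 50% in the replicate tests, limit read from the data, passing the limit was not always enough; inconclusive = probably only some replicates passing the limit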;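 note: agonist challenge used bursicon conditioned medium at about half maximal strength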
Casp6 inh – inhibitors of human caspase-6; purified caspase-6, Z-VEID-R110 cleavage fluorescence; 0.53% of 350,000 active; AID 686996; inhibition, % at 12.5 µM;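 active = mean inhibition across replicates at least about 35%, with every replicate also reaching that limit, limit read from the data; inconclusive = only one of the two criteria met; inactive = neither criterion met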;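 note: 0% = median of neutral control wells and 100% = no fluorescence left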
Target sequence (P55212 24-179 limits assumed): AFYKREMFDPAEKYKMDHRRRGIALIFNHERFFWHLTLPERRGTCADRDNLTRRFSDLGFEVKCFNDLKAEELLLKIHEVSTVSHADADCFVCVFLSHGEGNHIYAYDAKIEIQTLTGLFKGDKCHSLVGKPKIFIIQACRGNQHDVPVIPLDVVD
Target sequence (P55212 194-293 limits assumed): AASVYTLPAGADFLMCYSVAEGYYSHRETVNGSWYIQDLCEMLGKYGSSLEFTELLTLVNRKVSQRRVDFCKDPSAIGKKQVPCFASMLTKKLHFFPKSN
FN deposit inh – fibronectin deposition inhibition; AH1F fibroblasts, Alexa488-fibronectin deposition fluorescence, overnight; inhibition, % at 12.6 µM; 0.086% of 350,000 active;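 active = mean inhibition across replicates of 30% or more, regardless of how many single replicates reach that level; inconclusive = mean under 30% yet at least half of replicates reach 30%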;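 note: positive control wells lacked labelled fibronectin entirely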
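Assay system: AH1F fibroblasts assembling fluorescent fibronectin matrix; Amount: 10000 AH1F cells per well; Buffer or medium: DMEM, 2% serum; Probe or stimulus: Alexa488-fibronectin, 24 nM final in well; Doses: single compound dose, delivered by pin transfer; Incubation: 1 h adhesion, overnight exposure; Measured by: fluorescence 485/525 nm; Read-out: fibronectin deposition inhibition.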
Active calls of the source: *; u = inconclusive; x = not tested or not shown. A portion of the library; rates above refer to the full screens.

Below each compound – esBAF inh, C2C12 statin, S100A4 inh HTS, SIRT5 inh, LGR2 antag, Casp6 inh, FN deposit inh
O=C(O)C1CCN(c2c([N+](=O)[O-])cc(C(F)(F)F)cc2[N+](=O)[O-])CC1
→ 4, -1, x, x, x, x, 19
COc1ccc2c3c([nH]c2c1)[C@@H](CO)N(Cc1ccc(F)cc1)CC31CCN(C(=O)NC(C)C)CC1
→ x, x, 2, -1, 2, 2, x
COc1ccc(NC(=O)C2CCN(S(=O)(=O)c3ccc4c(c3)CC(C)N4C(C)=O)CC2)c(OC)c1 (configuration not stated)
→ 6, 2, 1, -1, -6, 2, 4
CCn1c(C)c(P(c2ccccc2)c2ccccc2)[n+]2ccccc12
→ x, x, -1, x, 24, 0, -3
O=C(CCCCN1CCCCC1)c1ccc2c(c1)Cc1ccccc1-2
→ x, x, -10, 0, -11, -10, 6
COc1ccc(-c2cn(Cc3ccc([N+](=O)[O-])cc3)nn2)cc1
→ 17, -7, 3, 0, -4, 4, -23
COc1cccc(CNC(=O)CCCC(=O)Nc2cccc([N+](=O)[O-])c2)c1
→ -2, 5, 1, x, 10, -3, 8
CNC[C@@H]1Oc2c(NC(=O)c3cc(C)nn3C)cccc2C(=O)N([C@@H](C)CO)C[C@@H]1C
→ -1, -10, 4, -3, -10, 2, x
Cc1ccc(-c2ccc3nnc(SCC(=O)NCC4CCCO4)n3n2)cc1 (configuration not stated)
→ x, x, 2, 2, 19, 1, -2
O=C(C[C@H]1C=C[C@@H](NC(=O)Nc2ccc(C(F)(F)F)cc2)[C@@H](CO)O1)NCc1ccccn1
→ x, x, -1, -1, 5, 2, -2
CCOc1ccc(-c2nc(S(=O)(=O)c3ccccc3)c(N3CCC(C(N)=O)CC3)o2)cc1
→ x, x, -3, -2, 1, -4, -14
Cn1cc(CN2CCN(CCc3ccccc3)C(CCO)C2)cn1 (configuration not stated)
→ x, x, 1, 0, -6, -5, 4
Cc1ccc(S(=O)(=O)NC(=S)NC2CCCCC2)cc1
→ x, x, 1, -3, 20, 0, 4
CCOCCCNC(=S)Nc1ccc(S(N)(=O)=O)cc1
→ 0, 1, x, x, 8, x, -8
CC(=O)c1sc(N/N=C2\CC3CCC2(C)C3(C)C)nc1C (configuration not stated)
→ x, x, -11, -1, -8, -1, -6
CC1CCc2nc(NC(=O)CN3CCOCC3)sc2C1 (configuration not stated)
→ 20, 0, x, x, -29, x, x
CC(=O)N1CC(=O)N2[C@H](CO)[C@@H](c3ccc(-c4cccc(C(=O)N(C)C)c4)cc3)[C@H]2C1
→ x, x, 0, -2, -3, -1, x
Cc1ccccc1C1CC(c2ccccc2)Nc2ncnn21 (configuration not stated)
→ 1, 2, 0, x, -2, -1, 5
COCc1[nH][nH]c(=O)c1C=Nc1ccc(Cl)cc1
→ -46, 6, x, x, x, x, 0
COc1ccccc1N1CCN(c2nc(C)cc(C)c2C#N)CC1
→ 6, 9, -3, -3, 0, 2, 21
Nc1n[nH]c(C2CCCCC2)n1
→ x, x, -4, -4, 2, 2, -10
CC(NC(=O)Nc1ccc(Cl)c(Cl)c1)C(c1ccccc1)N1CCOCC1 (configuration not stated)
→ x, x, 1, -3, -12, 1, 9
CN(c1ccc(-c2csc(NC(=O)C3CC(=O)N(Cc4ccco4)C3)n2)cc1)S(C)(=O)=O (configuration not stated)
→ 12, 14, -4, 2, x, 12, -12
COc1ccc(CCN(C)C(=O)COc2ccc(C(=O)c3ccccc3)cc2)cc1OC
→ 11, 48, -3, -1, -2, -2, 5
COc1ccccc1-c1ccc2c(c1)O[C@H](CN(C)S(=O)(=O)c1ccc(C)cc1)[C@@H](C)CN([C@H](C)CO)S2(=O)=O
→ 10, -81, -5, -1, -17, 2, x
N=c1c(C(=O)NC2CCCCC2)cc2c(=O)n3ccccc3nc2n1CCc1ccccc1
→ -13, -23, 0, -3, -5, 0, 7
COc1ccc(-c2ccc3n(c2=O)C[C@H]2[C@H](CO)[C@@H](C(=O)Nc4ccccc4)[C@@H]3N2C)cc1
→ -4, 11, -4, -50, 4, -1, x
Cc1onc(-c2c(F)cccc2Cl)c1C(=O)OCn1nnc2ccccc2c1=O
→ 0, -2, x, x, x, x, 1
O=C(CN1C(=O)S/C(=C\c2cc(Cl)c(O)c(Cl)c2)C1=O)Nc1ccccc1
→ 1, -9, 0, 1, 12, 1, -6
Cn1c(=O)n(CCc2ccccc2)c2ccccc21
→ 1, 15, -5, 6, 1, 9, 9
COc1ccccc1NC(=O)NNC(=O)COc1ccc2ccccc2c1
→ 1, -6, 24, -1, 15, 0, 0
Cn1c(SCC(=O)Nc2nccs2)nnc1-c1ccc(S(=O)(=O)N2CCCC2)cc1
→ -3, 23, x, x, 9, x, 11
COc1cc(/C=C/C(=O)OCC(=O)NC(=O)NC(C)(C)C)ccc1OCC#N
→ -2, 0, -6, 1, -4, 1, 0
CC(=O)Nc1ccc(S(=O)(=O)N(C)CC(=O)OCC(=O)Nc2ccc3c(c2)OCO3)cc1
→ -2, 0, x, x, 6, x, -3
CC(=O)c1ccc(N2CCN(C(=O)CCS(=O)(=O)c3ccc4c(c3)CCN4C(C)=O)CC2)cc1
→ 14, 8, 3, 4, -4, 2, 2
CC(=O)c1cc(-c2ccccc2)n(CC(=O)NC(C)(C)C)c1C
→ x, x, -4, 1, 14, -1, -16
O=C([C@H]1[C@H](CO)[C@H]2Cn3c(ccc(C4=CCCC4)c3=O)[C@@H]1N2C(=O)c1ccncc1)N1CCOCC1
→ 4, 23, -3, -5, 3, 3, x
CC(=O)Nc1cc(-c2cccc(C(=O)NCCN(C)C)c2)cn2c(-c3ccc(C(C)=O)cc3)cnc12
→ -3, -5, -2, -3, -1, -88, -3
Cc1cc(C)c(S(=O)(=O)N2CCCCC2CCNC(=O)C(=O)NCC2CCCO2)c(C)c1 (configuration not stated)
→ x, x, 0, 1, -5, -2, -1
Cc1cc(Cl)c2c(c1)[C@]1(C(=O)N2)[C@@H]2C(=O)N(Cc3ccccc3)C(=O)[C@@H]2[C@@H]2CCCN21
→ -2, 30, x, x, x, x, 3
CCCCOc1ccc(C(=O)NCCC(=O)NCCCC(=O)OCC)cc1
→ -4, 0, -7, 0, -1, 0, 1
CC1(C)N=C(N)N=C(N)N1c1ccc(Oc2ccc(Cl)cc2)c(Cl)c1
→ -55, -88, -3, -4, 14, -3, -7
COc1ccc(NC(=O)c2sc3nc(C)cc(C)c3c2N)cc1
→ u, -10, 0, 8, -13, 0, -5
Nc1nc(Oc2ccc(F)cc2)c(Br)c(=O)[nH]1
→ -1, -3, 4, -4, 2, -4, 8
C=CC(=O)N1CCCC(Nc2nc(Nc3ccc(N(C)C(=O)CC)cc3C)nc3nc[nH]c23)C1 (configuration not stated)
→ 4, 0, 8, -3, 22, 2, -20
O=C(O)CSCC(=O)NCc1csc2ccc(Cl)cc12
→ x, x, -6, -4, 8, -3, 3
O=C(CCCn1c(=S)[nH]c2cc3c(cc2c1=O)OCO3)N1CCN(c2ccccn2)CC1
→ 1, 6, x, x, x, x, 2
CCc1nc2ccc(C(=O)NCCCn3ccnc3)cn2c1N(CC)C(=O)NCCc1ccccc1
→ 0, 9, -1, x, -2, -33, 8
CCc1cc2c(=O)c(-c3cscn3)coc2c(CN(C)C)c1O
→ -3, 14, x, x, -12, x, x
Cc1noc(C)c1NC(=O)N[C@@H]1CC[C@H](CC(=O)N2CCN(C)CC2)O[C@H]1CO
→ -2, 7, -7, 0, -4, 2, -3

Fetched one by one from above, 2 records:
Below each compound – esBAF inh, C2C12 statin, S100A4 inh HTS, SIRT5 inh, LGR2 antag, Casp6 inh, FN deposit inh
CC1(C)N=C(N)N=C(N)N1c1ccc(Oc2ccc(Cl)cc2)c(Cl)c1
→ -55, -88, -3, -4, 14, -3, -7
CC(=O)c1sc(N/N=C2\CC3CCC2(C)C3(C)C)nc1C (configuration not stated)
→ x, x, -11, -1, -8, -1, -6

Next part.
Below each compound – esBAF inh, C2C12 statin, S100A4 inh HTS, SIRT5 inh, LGR2 antag, Casp6 inh, FN deposit inh
COc1ccc(CN(C)C[C@@H]2OCCCC[C@H](C)Oc3ccc(NC(=O)Nc4ccc(C(F)(F)F)cc4)cc3C(=O)N([C@H](C)CO)C[C@@H]2C)cc1
→ -86, -214, -9, 6, x, 1, x
COc1ccc(-c2nnn(Cc3ccccc3)n2)cc1OC
→ 26, 8, -1, 0, -14, 1, 1
C1CCC2=NCCCN2CC1
→ -9, 5, x, x, x, x, -6
CN1CCN(NC(=O)c2ccc(Br)c(S(=O)(=O)N3CCOCC3)c2)CC1
→ x, x, -11, 1, -16, 3, -2
O=C(C1c2ccccc2Oc2ccccc21)N1CCN(c2ccc(Cl)cc2)CC1
→ 1, 36, x, x, x, x, 6
O=C(CNC(=O)c1ccc(S(=O)(=O)N2CCCC2)cc1)N/N=C/c1ccco1
→ x, x, 5, -2, -7, 0, 0
CCOC(=O)CN(C(=O)COc1nc(-c2ccccc2)cc(C)c1C#N)c1cccc(OC)c1
→ x, x, -4, -2, 0, -1, 8
CCOC(=O)CNc1c(N2CCN(c3ccccn3)CC2)c(=O)c1=O
→ -11, 31, -1, -2, 11, 1, -4
CC(C)Cc1nnc(NC(=O)c2ccc(S(=O)(=O)N3CCCC3)cc2)s1
→ 1, 0, 1, 0, -15, -2, -3
COc1ccc(CCN(C)C(=O)CN2C(=O)c3ccccc3S2(=O)=O)cc1OC
→ 0, 3, x, x, x, x, 6
O=S(=O)(NCc1ccc2c(c1)OCO2)c1ccccc1F
→ 4, -2, -3, 22*, -2, 1, 1
CCc1ccccc1OCC(=O)OCC(=O)Nc1cc(C)on1
→ -3, 2, 1, -1, 2, -2, 3
Cc1cccn2c(=O)c3cc(C(=O)NCCCOC(C)C)sc3nc12
→ 18, -32, -3, -10, -10, -3, -1
C[C@@H]1CN([C@H](C)CO)C(=O)Cc2cc(NC(=O)Nc3cccc4ccccc34)ccc2O[C@H]1CN(C)Cc1ccncc1
→ 3, 41, 10, 0, -14, 14, x
CCC(=O)N1[C@H](C(=O)N2CCc3ccccc3C2)[C@@H](CO)[C@@H]2Cn3c(cccc3=O)[C@@H]21
→ -2, -13, 0, 2, -4, 1, x
Cc1sc2nc(SCC(=O)O)[nH]c(=O)c2c1C
→ x, x, 1, -3, -5, 0, 7
O=C(Nc1cccnc1)c1cn(-c2ccccc2)nc1-c1cccs1
→ 58*, 9, x, x, x, x, 2
CN(C)/C=C/C(=O)c1ccc(S(=O)(=O)c2ccccc2)cc1
→ 4, 2, -1, 0, 9, 4, -11
CS(=O)(=O)Oc1ccc2c(c1)O/C(=C\C=C\c1ccccc1)C2=O
→ 0, x, -24, x, 13, 4, -6
COC(=O)C[C@H]1CC[C@H]2[C@H](COc3ccc(NC(=O)Nc4cccc(C#N)c4)cc3C(=O)N2C)O1
→ 0, -28, 20, 2, 8, -2, 1
S=C(NCCc1ccncc1)Nc1ccccc1
→ x, x, 5, 1, 18, 2, 7
